Compound activity deposited in PubChem by Broad Institute.
C diff growth – C. difficile growth inhibition. Clostridium difficile clinical isolate growth, OD600, 24 h; hits give low values. 86,000 tested, 0.25% active. AID 1259249. growth activity, negative = inhibition, % at 16 µg/mL (by protocol);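 active = mean growth activity at or below -80% and every replicate also at or below -80%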;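 note: 0% = DMSO wells and -100% = levofloxacin 16 µg/mL wells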
Pf Dd2 inh – P. falciparum Dd2 growth inhibition; SYBR Green, 72 h; hits give low values; activity change, % at 10 µM; 94,000 tested, 2.3% active; AID 1159554; in the data active = activity change below about -80%
KDM4C inh – blocks human GASC-1 (KDM4C) demethylase activity; GST-KDM4C 2-372, H3K9me3 peptide, LANCE TR-FRET; inhibition, % at 12.5 µM; 96,000 tested, 0.15% active;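 active = mean replicate inhibition above about 25%, with at least 55% of replicates also reaching it, limit read from the data, passing the limit was not always enough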
Target sequence (Q9H3R0 2-372 limits assumed): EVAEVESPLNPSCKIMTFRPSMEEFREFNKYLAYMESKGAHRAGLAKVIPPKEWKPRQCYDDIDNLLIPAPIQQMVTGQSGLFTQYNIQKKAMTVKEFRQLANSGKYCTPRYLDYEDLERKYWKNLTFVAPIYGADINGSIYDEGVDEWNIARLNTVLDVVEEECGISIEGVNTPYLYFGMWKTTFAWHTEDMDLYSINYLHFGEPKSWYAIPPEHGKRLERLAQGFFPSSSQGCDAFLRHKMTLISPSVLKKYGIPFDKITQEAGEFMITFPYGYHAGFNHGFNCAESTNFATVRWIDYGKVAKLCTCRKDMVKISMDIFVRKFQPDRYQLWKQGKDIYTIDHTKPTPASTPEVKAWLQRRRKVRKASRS
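Compound: one test concentration per compound; Material: GST-GASC-1 enzyme fragment 2-372; Amount: GASC-1 enzyme at 10 nM final in reaction; Also added: H3K9me3 peptide substrate, Fe(II), 2-oxoglutarate; Technique: LANCE TR-FRET; Times: 30 min demethylation and 1 h detection at room temperature.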
Tcruzi prolif – inhibitors of T. cruzi proliferation; inhibition, % at 8.34 µM; 77,000 tested, 5.9% active; T. cruzi beta-gal in NIH3T3, GalScreen luminescence, 90 h; AID 624255;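 active = mean inhibition above about 93%, with at least 55% of replicates each passing it, limit read from the data, passing the limit was not always enough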
An asterisk follows results filed as active; · = not tested or not shown; & = joins results of further samples.

SMILES | C diff growth | Pf Dd2 inh | KDM4C inh | Tcruzi prolif
Cc1noc(C)c1NC(=O)N[C@H]1CC[C@H](CC(=O)Nc2ccc(-c3ccccc3)cc2)O[C@@H]1CO | · | -49 | -0.1 | 31
COCC(=O)N1C[C@H](C)[C@H](OC)CN(C)C(=O)c2cc(NC(=O)c3cnccn3)ccc2OC[C@H]1C | · | 17 | 0.5 | 64
O=C(NCc1ccncn1)[C@@H]1[C@@H](CO)[C@@H]2Cn3c(ccc(-c4cccc(F)c4)c3=O)[C@@H]2N1CC1CC1 | -4 | 0 | 8.9 | -48
CCCNC(=O)N1[C@@H](CO)[C@@H](c2ccccc2)[C@@H]1CNC(=O)c1ccc(F)cc1 | 10 | 13 | -1.0 | 22
O=C(C[C@H]1CC[C@@H]2[C@H](COC[C@@H](O)CN2C(=O)Nc2ccccc2)O1)NCc1ccncn1 | -1&-14 | · | 2.6 | -114
CN1C(=O)c2cc(NC(=O)C3CC3)ccc2OC[C@H]2O[C@H](CC(=O)NCCN3CCCC3)CC[C@@H]21 | 3 | 13 | 0.3 | 17
Cc1ccc(S(=O)(=O)Nc2ccc3c(c2)CC(=O)N([C@H](C)CO)C[C@H](C)[C@H](CN(C)CC2CC2)O3)cc1 | 0 | -49 | 0.7 | -37
COc1ccc(S(=O)(=O)N(C)C[C@@H]2Oc3c(NC(=O)c4ccncc4)cccc3C(=O)N([C@H](C)CO)C[C@@H]2C)cc1 | · | 3 | 2.6 | 85
C[C@@H]1CN([C@H](C)CO)C(=O)Cc2cc(NC(=O)Nc3cccc4ccccc34)ccc2O[C@H]1CN(C)C(=O)Nc1ccc(C(F)(F)F)cc1 | 4 | -11 | -0.1 | 39
COc1ccc(CN2C[C@H](C)[C@@H](OC)CN(C)C(=O)c3ccc(NC(=O)c4nc5ccccc5s4)cc3OC[C@@H]2C)cc1 | 0 | -90* | -3.3 | 93
CCCNC(=O)N1CC(=O)N2[C@H](CO)[C@H](c3ccc(C#Cc4cccc(OC)c4)cc3)[C@@H]2C1 | 5 | 2 | 0.0 | ·
COc1ccc(S(=O)(=O)N(C)C[C@@H]2OCCCC[C@H](C)Oc3ccc(NC(=O)C4CCCCC4)cc3C(=O)N([C@H](C)CO)C[C@H]2C)cc1 | -8 | -86* | -0.2 | 99*
C[C@@H]1CCCCO[C@@H](CN(C)S(=O)(=O)c2cccs2)[C@H](C)CN([C@H](C)CO)C(=O)c2cc(NC(=O)Nc3ccc(C(F)(F)F)cc3)ccc2O1 | 2 | -69 | -1.6 | 88
COc1ccc(CN(C)C[C@H]2Oc3ccc(NS(=O)(=O)c4cn(C)cn4)cc3C(=O)N([C@@H](C)CO)C[C@@H]2C)cc1 | 0 | 27 | 0.3 | -1
CCCNC(=O)N(C)C[C@@H]1Oc2ncc(-c3ccc(C(=O)N(C)C)cc3)cc2C(=O)N([C@H](C)CO)C[C@@H]1C | 0 | 4 | · | ·
CO[C@@H]1CN(C)C(=O)c2ccc(NC(C)=O)cc2OC[C@@H](C)N(C(=O)c2ccccn2)C[C@@H]1C | · | 15 | 1.5 | 7
CC(=O)N1CC(=O)N2[C@@H](CO)[C@H](c3ccc(-c4ccc(C)cc4)cc3)[C@@H]2C1 | 35 | 4 | 1.0 | ·
C[C@H](CO)N1C[C@H](C)[C@@H](CN(C)S(=O)(=O)c2cccs2)Oc2ccc(NC(=O)Cc3cn(C)c4ccccc34)cc2CC1=O | -11 | -18 | -1.9 | 43
O=C(c1ccccc1F)N1C[C@@H]2[C@H](c3ccccc31)[C@H](CO)N2C(=O)c1ccncc1 | 0 | 11 | 1.1 | 47
CCCC#Cc1ccc([C@@H]2[C@H](C#N)N(S(=O)(=O)c3cccc(F)c3)[C@H]2CO)cc1 | 3 | -75 | -1.2 | 87
C[C@@H]1CCCCO[C@@H](CN(C)S(=O)(=O)c2ccc(F)cc2)[C@@H](C)CN([C@@H](C)CO)C(=O)c2cc(NC(=O)Cc3ccccc3)ccc2O1 | · | -74 | 1.1 | 63
O=C(C[C@H]1C[C@H]2c3cc(NC(=O)CC4CC4)ccc3O[C@H]2[C@@H](CO)O1)NCC1CC1 | -5 | 28 | 1.2 | -27
COc1ccccc1C#Cc1ccc2c(c1)O[C@H](CN(C)C(C)=O)[C@H](C)CN([C@@H](C)CO)S2(=O)=O | -6 | -45 | -1.4 | 62
N#C[C@@H]1[C@H](c2ccc(C#Cc3ccc(F)cc3)cc2)[C@@H](CO)N1C(=O)C1CC1 | -12 | -32 | 0.7 | 103*
CCCC(=O)N1CCC2(CC1)CN(C(=O)C1CCOCC1)[C@H](CO)c1[nH]c3cc(OC)ccc3c12 | -3 | -27 | 1.2 | ·
Additional results follow.
SMILES | C diff growth | Pf Dd2 inh | KDM4C inh | Tcruzi prolif
CN(C)CC(=O)N1[C@@H]2c3ccc(C4=CCCCC4)c(=O)n3C[C@@H]2[C@@H](CO)[C@@H]1C(=O)Nc1nccs1 | 2 | · | -2.0 | -60
C/C=C/c1ccc([C@H]2[C@@H](CO)N(C(=O)c3ccccn3)C23CN(CCC(F)(F)F)C3)cc1 | -6 | -62 | 0.1 | ·
C[C@@H]1CN([C@@H](C)CO)S(=O)(=O)c2ccc(-c3cccc(C#N)c3)cc2O[C@H]1CN(C)C(=O)C1CC1 | -8 | -37 | 0.0 | 67
CO[C@@H]1CC[C@@H]2CCOc3c(C#N)cccc3C(=O)N(C)[C@H](C)C(=O)N(C)C[C@H]1O2 | 1 | · | -0.4 | 36
CN(C)c1ccc2c(c1)[C@@H]1C[C@@H](CC(=O)NCc3ccc(-c4ccccc4)cc3)O[C@H](CO)[C@@H]1O2 | -19 | -46 | 7.6 | 77
C[C@@H]1CN([C@@H](C)CO)C(=O)c2cc(NC(=O)Nc3ccc4c(c3)OCO4)ccc2O[C@H]1CN(C)S(=O)(=O)c1ccccc1 | -2 | 9 | 0.5 | 52
C[C@@H]1CN([C@@H](C)CO)C(=O)c2c(c3ccccc3n2C)-c2ccccc2CO[C@H]1CN(C)Cc1ccc(Oc2ccccc2)cc1 | 51 | -78 | -6.5 | ·
CC(C)CC#Cc1ccc2c(c1)O[C@H](CN(C)Cc1cncnc1)[C@H](C)CN([C@H](C)CO)S2(=O)=O | -8 | -4 | -0.4 | 22
C[C@@H]1CN([C@H](C)CO)C(=O)c2cccc(N(C)C)c2O[C@H]1CN(C)S(=O)(=O)c1ccc(F)cc1 | 0&-5 | -2 | -0.4 | ·
CO[C@H]1CN(C)C(=O)c2cc(NC(C)=O)ccc2OC[C@@H](C)N(Cc2cccnc2)C[C@@H]1C | 0 | 27 | 3.2 | -15
O=C(C[C@@H]1CC[C@@H]2[C@H](COC[C@H](O)CN2Cc2ccncc2)O1)NCc1ccccc1Cl | 11&0 | 16 | 9.8 | ·
Cc1noc(C)c1S(=O)(=O)Nc1ccc2c(c1)CC(=O)N([C@H](C)CO)C[C@H](C)[C@H](CN(C)Cc1ccc(Oc3ccccc3)cc1)O2 | 68 | -28 | -2.8 | 82
COc1ccc2c3c(n(C)c2c1)[C@H](CO)N(C(=O)CC1CC1)CC31CN(Cc2ccncc2)C1 | 2 | -7 | · | ·
O=C(C[C@H]1C=C[C@H](NC(=O)C2CCOCC2)[C@@H](CO)O1)NCC1CC1 | · | 16 | -2.9 | -21
C[C@@H]1CCCCO[C@H](CN(C)S(C)(=O)=O)[C@H](C)CN([C@@H](C)CO)C(=O)c2cc(NC(=O)c3ccncc3)ccc2O1 | 3 | 12 | -0.1 | 46
O=C(C[C@H]1CC[C@H](NC(=O)Nc2ccc(C(F)(F)F)cc2)[C@@H](CO)O1)NCc1ccccn1 | 7 | 2 | -0.7 | -11
C[C@@H](NC(=O)[C@@H]1[C@@H](CO)[C@@H]2Cn3c(cccc3=O)[C@H]1N2Cc1cccnc1)c1ccccc1 | -5 | 12 | -0.8 | -5
CC(C)C#Cc1ccc([C@H]2[C@@H](CO)N3C(=O)CN(S(=O)(=O)c4ccccc4)C[C@H]23)cc1 | -2 | -76 | -0.6 | ·
CNC(=O)C[C@H]1CC[C@H]2[C@@H](COc3ccc(NC(=O)c4ccc(F)c(F)c4)cc3C(=O)N2C)O1 | 4 | -2 | -1.9 | 44
CCCN1[C@H](C(=O)N2CCOCC2)[C@@H](CO)[C@@H]2Cn3c(ccc(/C=C/c4ccccc4)c3=O)[C@@H]21 | 19 | -16 | 3.9 | 73
C[C@H]1CCCCO[C@H](CN(C)Cc2ccc(C(F)(F)F)cc2)[C@@H](C)CN([C@@H](C)CO)C(=O)c2cc(NC(=O)Nc3ccccc3)ccc2O1 | 5 | -6 | -0.6 | 68
Cc1cccc(S(=O)(=O)N[C@@H]2CC[C@@H](CCNC(=O)c3cnccn3)O[C@H]2CO)c1 | · | 16 | -1.1 | 18
CCCNC(=O)N1[C@@H]2CN(C(=O)NC(C)C)c3ccccc3[C@@H]2[C@@H]1CO | -1 | -5 | -1.4 | -6
CC(=O)N(C)C[C@@H]1Oc2cc(C#Cc3cccc(F)c3)ccc2S(=O)(=O)N([C@H](C)CO)C[C@@H]1C | 1 | -13 | -2.3 | -4
O=C(N[C@@H]1CC[C@H](CCNC(=O)c2cnccn2)O[C@H]1CO)c1ccc2c(c1)OCO2 | · | -11 | 0.4 | 10

Rewritten with values under each structure: part of the list above.
Second line of a record – C diff growth, Pf Dd2 inh, KDM4C inh, Tcruzi prolif
> C[C@H]1CCCCO[C@H](CN(C)Cc2ccc(C(F)(F)F)cc2)[C@@H](C)CN([C@@H](C)CO)C(=O)c2cc(NC(=O)Nc3ccccc3)ccc2O1
    5, -6, -0.6, 68
> COCC(=O)N1C[C@H](C)[C@H](OC)CN(C)C(=O)c2cc(NC(=O)c3cnccn3)ccc2OC[C@H]1C
    ·, 17, 0.5, 64
> COc1ccc2c3c(n(C)c2c1)[C@H](CO)N(C(=O)CC1CC1)CC31CN(Cc2ccncc2)C1
    2, -7, ·, ·
> CC(C)C#Cc1ccc([C@H]2[C@@H](CO)N3C(=O)CN(S(=O)(=O)c4ccccc4)C[C@H]23)cc1
    -2, -76, -0.6, ·

Profiles, quoted from the list.
Cc1noc(C)c1S(=O)(=O)Nc1ccc2c(c1)CC(=O)N([C@H](C)CO)C[C@H](C)[C@H](CN(C)Cc1ccc(Oc3ccccc3)cc1)O2 across the screens: C diff growth: 68; Pf Dd2 inh: -28; KDM4C inh: -2.8; Tcruzi prolif: 82
Cc1cccc(S(=O)(=O)N[C@@H]2CC[C@@H](CCNC(=O)c3cnccn3)O[C@H]2CO)c1 across the screens: C diff growth: ·; Pf Dd2 inh: 16; KDM4C inh: -1.1; Tcruzi prolif: 18

(further entries)
SMILES | C diff growth | Pf Dd2 inh | KDM4C inh | Tcruzi prolif
O=C(C[C@H]1C=C[C@H](NC(=O)Cc2cccnc2)[C@@H](CO)O1)Nc1ccc(-c2ccccc2)cc1 | -6 | 40 | 2.1 | ·
COCC(=O)N(C)C[C@@H]1Oc2ncc(-c3ccccc3F)cc2C(=O)N([C@H](C)CO)C[C@@H]1C | 0 | 28 | 0.1 | ·
Cc1noc(C)c1S(=O)(=O)N(C)C[C@@H]1OCCCC[C@H](C)Oc2ccc(NC(=O)Cc3ccccc3)cc2C(=O)N([C@H](C)CO)C[C@@H]1C | 4 | -53 | -0.4 | 4
CN(C)C(=O)c1ccc(-c2ccc3c(c2)[C@H]2[C@H](CCN2C(=O)c2ccccc2)[C@@H](CO)N3)cc1 | -7 | -40 | 0.4 | 47
C[C@@H]1CCCCO[C@H](CN(C)C(=O)Nc2ccc3c(c2)OCO3)[C@@H](C)CN([C@@H](C)CO)C(=O)c2cc(NC(=O)C3CCCCC3)ccc2O1 | -1 | -64 | -2.1 | 47
C[C@@H]1CN([C@H](C)CO)S(=O)(=O)c2ccc(C#C[C@@H](C)O)cc2O[C@H]1CN(C)CC1CCOCC1 | -3 | -2 | · | 52
COCC#Cc1cnc2c(c1)C(=O)N([C@@H](C)CO)C[C@H](C)[C@H](CN(C)C(=O)Nc1cc(F)ccc1F)O2 | 2 | 22 | -0.7 | ·
COc1ccc(S(=O)(=O)N2C[C@@H](O)COC[C@H]3O[C@H](CC(=O)N[C@@H]4CCN(Cc5ccccc5)C4)CC[C@@H]32)cc1 | -11&-18 | · | -3.3 | 83
COc1ccccc1-c1ccc2n(c1=O)C[C@@H]1[C@@H](CO)[C@H](C(=O)N[C@H](C)c3ccccc3)[C@H]2N1C | -2 | 9 | -1.0 | 53
C[C@H]1CN([C@@H](C)CO)C(=O)c2cc(N(C)C)ccc2O[C@H]1CN(C)Cc1ccc(C(F)(F)F)cc1 | 4 | -4 | -0.5 | 36
CC(C)NC(=O)N1[C@H](CNC(=O)CN(C)C)[C@H](c2ccccc2)[C@@H]1CO | -7 | 16 | 3.0 | -18
CNC[C@@H]1Oc2c(NC(=O)Nc3ccc(F)cc3)cccc2C(=O)N([C@@H](C)CO)C[C@@H]1C | 0 | 12 | 0.4 | ·
O=C(C[C@H]1C=C[C@@H](NS(=O)(=O)c2ccc(F)cc2)[C@H](CO)O1)NCCc1ccncc1 | 0 | 11 | -0.2 | -35
Cc1ccccc1S(=O)(=O)N1[C@@H](C#N)[C@@H](c2ccc(-c3ccccc3)cc2)[C@@H]1CO | 13 | -28 | -2.0 | 102*
COc1ccc(C#Cc2ccc([C@H]3[C@@H](CO)N4CCCCN(C(=O)Nc5ccccc5)C[C@H]34)cc2)cc1 | 62 | -69 | -4.1 | 80
